Source: PubChem
AMA1 RON2 block = qHTS for Inhibitors of AMA1-RON; Towards Development of Antimalarial Drug Lead: Primary Screen. Potency, µM (doses to about 58.2 µM), without a hit: at the top dose activity change, negative = inhibition, hits mostly inhibitors. AID 720542, 2013. AlphaScreen AMA1-biotinylated RON2 peptide binding. Plasmodium falciparum AMA1 (3D7) - RON2 peptide interaction. hit rate 0.2% among 360,000;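 note: potency is the fitted concentration of half-maximal effect; 0% = vehicle wells and -100% = peptide control; nearly all actives have a fitted effect of over 45% in size; some results filed as inactive show a strong effect at the top dose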
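AMA1 (3D7) with his tag at 25 nM final met compounds first, then biotinylated RON2 peptide at 25 nM; detection used donor plus acceptor beads, 10 µg/mL apiece, read by AlphaScreen after 30 min at room temperature.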
Sm TGR inh = qHTS Assay for the Inhibitors of Schistosoma Mansoni Peroxiredoxins | AID 485364, 2010 | Schistosoma mansoni thioredoxin glutathione reductase (TGR), Q962Y6 | purified TGR, DTNB reduction, TNB absorbance 405 nm | Potency, µM (top dose mostly 114 µM), without a hit: at the top dose activity change, negative = inhibition, most hits filed as inhibitors | hit rate 3% among 360,000; note: potency is the fitted concentration of half-maximal effect; nearly all actives have a fitted effect of over 60% in size
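Kinetic colorimetric format: TGR-catalysed, NADPH-driven DTNB reduction monitored via TNB absorbance. Enzyme dispensed at 20 nM; compound exposure 15 min at room temperature before reaction start.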
LmPK inh = qHTS Assay for Inhibitors of Leishmania Mexicana Pyruvate Kinase (LmPK); Q27686; purified LmPK, Kinase-Glo ATP luminescence, 1 h; Potency, µM (highest dose often 57.5 µM), for inactives: at the top dose activity change, negative = inhibition, usual class: inhibitors; hit rate 0.37% among 290,000; AID 1721, 2009; note: potency is the fitted concentration of half-maximal effect
Target sequence (Q27686 whole entry, looked up): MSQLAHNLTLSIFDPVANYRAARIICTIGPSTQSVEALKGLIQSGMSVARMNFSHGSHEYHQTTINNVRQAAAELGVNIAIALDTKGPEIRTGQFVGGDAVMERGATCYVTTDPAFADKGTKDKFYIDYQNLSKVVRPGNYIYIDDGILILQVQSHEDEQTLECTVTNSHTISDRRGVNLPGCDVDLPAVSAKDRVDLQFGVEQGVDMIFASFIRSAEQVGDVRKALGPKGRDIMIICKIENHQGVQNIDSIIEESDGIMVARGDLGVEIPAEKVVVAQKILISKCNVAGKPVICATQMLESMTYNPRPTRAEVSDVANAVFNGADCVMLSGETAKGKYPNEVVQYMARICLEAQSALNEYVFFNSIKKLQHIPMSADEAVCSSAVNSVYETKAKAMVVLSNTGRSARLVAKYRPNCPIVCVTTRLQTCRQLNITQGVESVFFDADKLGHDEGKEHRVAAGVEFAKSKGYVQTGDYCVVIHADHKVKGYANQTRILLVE
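Kinase-Glo luminescence read after 1 h RT reaction of 0.1 nM LmPK with 0.5 mM PEP and 0.1 mM ADP. Activity scaled between uninhibited and enzyme-free controls.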
HCMV inh = qHTS Assay for inhibitors of the human cytomegalovirus (HCMV). HFF cells, HCMV-luciferase reporter, 72 h; stronger effect = lower value. activity change, negative = inhibition, % at 57.5 µM. AID 1259415, 2018. hit rate 4.5% among 410,000; in the data active = activity change below about -60%; inconclusive = no clear call, values can overlap the other calls; inactive = above about -39%
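Compounds were evaluated in HFFs infected with an HCMV luciferase reporter virus (MOI 1 PFU/cell). Luciferase in lysates collected 72 h post infection served as the replication measure.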
TbPYK inhibitor = qHTS of Trypanosoma Brucei Inhibitors; hit rate 0.12% among 410,000; pyruvate kinase (Trypanosoma brucei), Q57TT1; Potency, µM (highest dose often 76.8 µM), without a hit: at the top dose activity, negative = inhibition, most hits filed as inhibitors; TbPYK enzyme, Kinase-Glo Plus ATP luminescence, 45 min; note: potency is the fitted concentration of half-maximal effect; nearly all actives have a fitted effect of over 50% in size
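Activity of T. brucei pyruvate kinase was followed by Kinase-Glo Plus luminescence after the enzyme reacted 45 min at room temperature with 130 uM ADP (final) and substrate. Test compounds were added before ADP at multiple concentrations.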
AmpC inh no detg = qHTS Inhibitors of AmpC Beta-Lactamase (assay without detergent) | hit rate 0.52% among 330,000 | AmpC nitrocefin hydrolysis, absorbance 480 nm, 0.0001% Triton | Potency, µM (top dose mostly 57.1 µM), without a hit: top-dose activity change, negative = inhibition, hits mostly inhibitors | P00811 | AID 485341, 2010;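 note: potency is the fitted concentration of half-maximal effect; plate controls were no compound for no effect and no enzyme for full effect; nearly all actives have a fitted effect of over 20% in size; some results filed as inactive show a strong effect at the top dose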
Target sequence (P00811 whole entry, looked up): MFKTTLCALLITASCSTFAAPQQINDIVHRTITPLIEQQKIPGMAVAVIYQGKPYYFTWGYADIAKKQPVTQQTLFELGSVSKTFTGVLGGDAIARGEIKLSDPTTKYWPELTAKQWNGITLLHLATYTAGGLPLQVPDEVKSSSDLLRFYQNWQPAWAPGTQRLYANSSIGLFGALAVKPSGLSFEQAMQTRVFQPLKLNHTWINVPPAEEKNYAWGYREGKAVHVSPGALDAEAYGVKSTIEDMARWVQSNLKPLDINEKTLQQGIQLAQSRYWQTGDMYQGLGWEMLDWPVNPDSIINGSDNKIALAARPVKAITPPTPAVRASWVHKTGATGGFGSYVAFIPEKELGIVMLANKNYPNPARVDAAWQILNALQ
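20 mM phosphate pH 7.0 + 0.01% (detergent screen) or 0.0001% Triton X-100; 5.3 nM AmpC reagent; cpd preinc 15 min RT; nitrocefin (800 uM stock) to start; A480 q20 s × 4 min; Activity was normalised to no-enzyme and no-compound control wells.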
AmpC inh detg = qHTS Inhibitors of AmpC Beta-Lactamase (assay with detergent). P00811. hit rate 0.041% among 370,000. AID 485294, 2010. AmpC hydrolysis of nitrocefin, absorbance 480 nm, 0.01% Triton. Potency, µM (top dose mostly 114 µM), for the others: at the top dose activity change, negative = inhibition, most hits filed as inhibitors;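 note: potency is the fitted concentration of half-maximal effect; 0% = no-compound wells and -100% = no-enzyme wells; nearly all actives have a fitted effect of over 25% in size; some results filed as inactive show a strong effect at the top dose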
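20 mM phosphate pH 7.0 + 0.01% (detergent screen) or 0.0001% Triton X-100; 5.3 nM AmpC reagent; cpd preinc 15 min RT; nitrocefin (800 uM stock) to start; A480 q20 s × 4 min; Activity was normalised to no-enzyme and no-compound control wells.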
Active calls of the source: *; u = inconclusive; x = no result given; & = joins results of further samples; [ ] = dose if it differs, or a comment. Unless noted, calls come from the whole dose curve; as a rule, active = well fitted curve in the direction sought with a large enough effect; inconclusive = small, poorly fitted or top-dose-only effect, or another doubt; inactive = no such curve, though single readings can be large; an effect the other way counts as inactive or inconclusive. Unless noted, % is set by controls: 0 for no effect and ±100 for the full control effect.

SMILES | AMA1 RON2 block | Sm TGR inh | LmPK inh | HCMV inh | TbPYK inhibitor | AmpC inh no detg | AmpC inh detg
CCOC(=O)c1sc2ncn(/N=C/c3ccc(O)c(OC)c3)c(=O)c2c1C | 11.0% | 0.5% | 0.4% | -9.6 | 1.7% | -14.7% | 1.7%
CCN(CC)P(=O)(NC(=O)C(Cl)(Cl)Cl)N(CC)CC.[Cl-].[Cl-].[Cl-].[Nd+3] | -9.2%&-7.9% | -20.2% | u | -9.7&5.7 | 27.4%&-10.7% | -11.5% | -8.1%
COc1ccc(C2=NN(C(C)=O)CC2c2cccc([N+](=O)[O-])c2)cc1 (stereo not given) | -3.5% | 8.3% | 8.3% | u | 0.1% | 10.2% | 0.5%
COc1ccc(NC(=O)CSc2cn(CCNC(=O)c3c(F)cccc3F)c3ccccc23)cc1 | x | 0.0% | x | -10.9 | 5.1% | x | -1.5%
COc1ccc(CCNc2nc3cc(OC)c(OC)cc3c3nc(-c4ccccc4)nn23)cc1OC | x | -7.1% | x | -14.0 | 0.9% | x | 6.1%
CCCOC1CCCN(C(=O)c2cc(COc3cncc(Cl)c3)on2)C1 (stereo not given) | -11.7% | -1.7% | 0.6% | 45.7 | -2.2% | 40.0% | 3.1%
CCC(C)Nc1nc(N)c([N+](=O)[O-])c(NCCO)n1 (stereo not given) | -4.2% | 8.2% | 11.8% | -11.8 | 3.3% | -27.7% | 1.7%
O=C(CCCNC(=O)c1ccc(Cl)cc1)Nc1ncccc1O | 19.5% | 1.1% | 0.3% | -6.5 | 3.7% | 0.6% | 4.8%
Cc1c[nH]c2cccc(OCC(CNC(C)(C)C)OC(=O)c3ccccc3)c12 (stereo not given) | -20.4% | -9.6% | -1.9% | u | 7.0% | -18.1% | -10.8%
Cc1cc(-c2ccc(C)c(S(=O)(=O)Nc3ccc(C)c(N(C)C)c3)c2)on1 | x | -5.8% | x | 0.0 | -2.2%[15.4 µM] | x | -7.7%
OCCC1CN(Cc2ccc3c(c2)CCO3)CCN1C1CCCC1 (stereo not given) | -12.6% | x | -6.4% | -74.1* | -8.0% | 2.0% | -3.4%
O=C(Nc1cccc(Br)c1)c1cc(S(=O)(=O)N2CCOCC2)cs1 | 8.1% | -1.1% | -5.6% | 186.0 | -1.0% | 3.0% | 4.8%
Cc1onc(C(=O)Nc2cccnc2Cl)c1[N+](=O)[O-] | -1.5% | -21.4% | -0.6% | 19.2 | -2.8% | -10.9% | -8.5%
O=C(c1ccco1)N1CCN(c2ccc([N+](=O)[O-])cc2Cl)CC1 | -3.0% | 0.0% | 2.0% | u | -2.8% | 3.9% | -11.2%
COc1ccc(CN(C)C2c3ccccc3-c3ccccc32)cc1 | -8.9% | 10.2% | 0.1% | u | -3.7% | -21.5% | -0.5%
COc1ccccc1-c1ccc(/C=C2\C=CC(=O)O2)o1 | 37.7%[activator] | 14.1µM* | -6.4% | 99.1 | -5.5% | -30.3% | 2.3%
Cc1cccc(-c2noc(-c3ccoc3C)n2)c1 | 0.0% | -3.0% | u | 66.1 | -4.1% | -18.0% | 2.6%
Cn1c(SCC(O)c2ccccc2)nnc1-c1ccc2ccccc2c1 (stereo not given) | 1.8% | 5.9% | 2.6% | u | 0.5% | -7.2% | -0.8%
COc1ccccc1N(C(=O)NCc1ccccc1)C1=NCC(C)S1 (stereo not given) | 4.7% | -25.5% | 10.9% | -8.6 | -4.0% | 42.8% | -19.3%
O=c1[nH]c2cc3c(cc2cc1C(c1nnnn1C1CCCC1)N1CCSCC1)OCCO3 (stereo not given) | -8.6% | -14.2% | 2.1% | -79.2* | 3.3% | -16.1% | -10.2%
CC(C)Oc1ccc(CNC(=O)CCCN2C(=O)C(c3ccccc3)Oc3cccnc32)cc1 (stereo not given) | -5.5% | 3.4% | 5.1% | 5.8 | 10.9% | -5.7% | u
COC(=O)C1C2CCC(C2)C1C(=O)OCC(=O)c1ccccc1 (stereo not given) | -3.4% | -0.6% | -0.5% | -12.4 | 3.9% | -5.3% | u
CN(C)c1cccc(NC(=O)c2cccc3c(-c4ccc(F)c(F)c4)coc23)c1 | u | x | x | 6.3 | -6.5% | x | x
COc1ccc(N2CCn3c2nc2c3c(=O)n(CCCc3ccccc3)c(=O)n2C)cc1 | x | -2.6% | 4.7% | x | x | -9.8% | -8.8%
C=CCN(C(=O)CCC(=O)Nc1cc(C)on1)C(C(=O)NC(C)(C)C)c1ccc(OC)cc1 (stereo not given) | 9.7% | 6.9% | 0.9% | 22.1 | -1.1% | 28.6% | 0.9%

More compounds.
SMILES | AMA1 RON2 block | Sm TGR inh | LmPK inh | HCMV inh | TbPYK inhibitor | AmpC inh no detg | AmpC inh detg
O=C1CN(C(=O)COc2c(F)c(F)cc(F)c2F)c2ccccc2N1 | -2.3% | 55.1%[activator] | -1.3% | 19.3 | 2.6% | -19.2% | 0.6%
O=C(NC1CCCCCC1)C1CC(=O)N(Cc2ccccc2)C1 (stereo not given) | -4.3% | -9.8% | -1.0% | -12.1 | 6.5% | -12.2% | -9.0%
Cn1c(SCc2ccccc2Br)nc2ccccc2c1=O | -4.3% | 0.0% | -2.0% | -25.6 | 1.1% | -17.2% | -1.7%
CCC(=O)Nc1c2c(nc3c1CCC3)CCCC2 | 4.1% | -6.3% | -4.9% | 2.1 | -5.3% | -2.4% | u
CCN(CC)C(=O)C1CCN(Cc2ccc(OCc3ccccc3)c(OC)c2)CC1 | u | 2.6% | 7.5% | 23.2 | 0.2% | 38.7% | -12.3%
COc1ccc(NC(=O)Nc2ccc3c(c2)CCC3)cc1OC | -2.7% | x | 4.6% | -33.9 | -4.0% | -19.4% | -6.2%
CC(=O)c1ccc(Nc2nc(NCCO)nc(OC(C(F)(F)F)C(F)(F)F)n2)cc1 | 1.8% | -2.6% | 0.7% | -2.6 | 1.3% | 60.1%[activator] | -6.6%
CCOc1ccc2nc(SCC(=O)NC3CCCc4ccccc43)sc2c1 (stereo not given) | -24.7% | -1.1% | -2.4% | -8.7 | 1.5% | -46.7% | -7.9%
O=C(/C=C/c1ccc(Cl)cc1)Nc1ccc(N2CCOCC2)cc1 | 16.7% | x | 0.2% | -18.4 | 8.5% | -17.1% | -6.7%
COc1cc2c(c3ccccc13)CCCC2=O | -6.2% | x | x | -26.5 | 5.0% | x | x
Cc1ccnc(NCc2c(O)ccc3ccccc23)c1 | 12.4% | u | -4.2% | 52.0 | 1.6% | -50.6% | u
Cc1ccc(S(=O)(=O)N2CC3CCCC2C3)cc1 (stereo not given) | 0.9% | 4.3% | 1.8% | -0.4 | 5.1% | -2.2% | -4.7%
CN(CCc1ccccn1)C(=O)CCNC(=O)Cn1cnc2ccccc2c1=O | 43.7%[activator] | 7.5% | -4.1% | -3.1 | -3.3% | -8.4% | u
O=C(CCNS(=O)(=O)c1ccc(Cl)cc1)N1CCN(Cc2ccccc2)CC1 | -13.8% | 5.4% | 4.1% | -5.6 | -9.8% | 114.3%[activator] | 6.1%
CCOc1ccc(NC(=O)CC2C(=O)N(c3ccc(OC)cc3)C(=O)N2CCC2=CCCCC2)cc1 (stereo not given) | x | u | x | 3.4 | -3.5% | x | 6.3%
Cc1csc(SCC(=O)Nc2oc(C)c3c(C)n[nH]c(=O)c23)n1 | 14.9% | -16.9% | x | 3.3 | 2.5% | -9.1% | -7.6%
COc1ccc(CN(C(=O)Nc2cccc(OC)c2)C2CCN(C(C)=O)CC2)cc1 | x | -3.5% | x | -19.0 | -4.1% | x | 2.0%
Cc1cccc(N2CCN(C(=O)C3CC(=O)N(C4CCCC4)C3)CC2)c1C (stereo not given) | -6.7% | -0.5% | 1.4% | -63.0* | -6.0% | 115.3%[activator] | -3.8%
COc1ccc(CNC(=O)C2=Cc3cccc(OC)c3OC2)cc1OC | x | 0.7% | x | -2.4 | 1.3% | x | -0.4%
Cc1nn(-c2ccccc2)c(Cl)c1/C=N/O | -2.9% | 4.5% | -3.7% | 13.8 | 7.4% | -8.8% | -3.7%
COc1ccc(-n2c(Cc3cccn3C)nnc2SCC(=O)Nc2ccc(C)cc2C)cc1 | -3.9% | u | 0.5% | 7.2 | -2.2% | 85.0%[activator] | -5.7%
COC(=O)C1=C(N)Oc2c(c(=O)oc3ccccc23)[C@]12C(=O)N(C)c1ccccc12 | -7.3% | -4.3% | 0.4% | 54.7 | 10.6% | 19.0% | u
COc1cccc(C(=O)NNC(=O)c2cccnc2)c1 | -1.2% | 6.0% | 5.9% | 16.4 | 10.1% | -5.8% | -3.1%
CC1CCc2[nH]c3ccc(C(=O)N(C)CC(=O)Nc4ccc(F)cc4)cc3c2C1 (stereo not given) | -18.2% | 3.5% | 0.3% | -22.6 | 2.0% | 0.6% | 11.4%
CN(C)C=NC(=O)c1cn(-c2ccc(F)cc2)c(=O)c2ccccc12 | -4.5% | -1.2% | -14.7% | -15.6 | -11.7% | -15.5% | 4.9%
CC1CCN(C(=O)CSc2nnc(-c3cc4ccccc4cc3O)n2Cc2ccco2)CC1 | 18.6% | u | -0.8% | 1.1 | -6.6% | -2.9% | -13.2%

Looked up by structure from the entries so far, 5 records:
SMILES | AMA1 RON2 block | Sm TGR inh | LmPK inh | HCMV inh | TbPYK inhibitor | AmpC inh no detg | AmpC inh detg
CCOc1ccc(NC(=O)CC2C(=O)N(c3ccc(OC)cc3)C(=O)N2CCC2=CCCCC2)cc1 (stereo not given) | x | u | x | 3.4 | -3.5% | x | 6.3%
CN(CCc1ccccn1)C(=O)CCNC(=O)Cn1cnc2ccccc2c1=O | 43.7%[activator] | 7.5% | -4.1% | -3.1 | -3.3% | -8.4% | u
COC(=O)C1=C(N)Oc2c(c(=O)oc3ccccc23)[C@]12C(=O)N(C)c1ccccc12 | -7.3% | -4.3% | 0.4% | 54.7 | 10.6% | 19.0% | u
CCOc1ccc2nc(SCC(=O)NC3CCCc4ccccc43)sc2c1 (stereo not given) | -24.7% | -1.1% | -2.4% | -8.7 | 1.5% | -46.7% | -7.9%
CN(C)C=NC(=O)c1cn(-c2ccc(F)cc2)c(=O)c2ccccc12 | -4.5% | -1.2% | -14.7% | -15.6 | -11.7% | -15.5% | 4.9%
